Jurkat tox 60K – cytotoxicity toward Jurkat T cells, primary screen, cytotoxicity control, cell-based, Jurkat E6.1, 60K MLSMR library; Jurkat E6.1 viability, ATP luminescence, 48 h; inhibition, % at 4 µM; 1.2% of 56,000 active;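 active = inhibition above the mean inhibition of all tested compounds plus 3 SD, cut at about 28% in these data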
TNAP act DEA – human TNAP enzyme activators, primary screen, biochemical, luminescent, intermediate phosphate acceptor level | Alkaline phosphatase, tissue-nonspecific isozyme (Homo sapiens), P05186 | purified TNAP, CDP-star luminescence, 100 mM DEA, 30 min; active compounds read high; scale: 0 levamisole-inhibited, 1 vehicle-only enzyme | activation factor at 20 µM | 64,000 tested, under 10 active | AID 813, 2007;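 active = activation factor of at least 2 at 20 µM, relative to controls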
D1 mod – D1 CRE-luciferase signal change, two-sided – cell-based, HEK293 D1, dopamine EC30, D1 allosteric modulator project, primary screen. D(1A) dopamine receptor (Homo sapiens), P21728. dopamine EC30 potentiation; actives deviate in either direction. B-score at 10 µM. 5.9% of 58,000 active. AID 641, 2007;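 active = luminescence count or its row- and column-corrected plate score outside the 99.7% band of the plate's sample wells, on either side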
Target sequence (P21728 whole entry, looked up): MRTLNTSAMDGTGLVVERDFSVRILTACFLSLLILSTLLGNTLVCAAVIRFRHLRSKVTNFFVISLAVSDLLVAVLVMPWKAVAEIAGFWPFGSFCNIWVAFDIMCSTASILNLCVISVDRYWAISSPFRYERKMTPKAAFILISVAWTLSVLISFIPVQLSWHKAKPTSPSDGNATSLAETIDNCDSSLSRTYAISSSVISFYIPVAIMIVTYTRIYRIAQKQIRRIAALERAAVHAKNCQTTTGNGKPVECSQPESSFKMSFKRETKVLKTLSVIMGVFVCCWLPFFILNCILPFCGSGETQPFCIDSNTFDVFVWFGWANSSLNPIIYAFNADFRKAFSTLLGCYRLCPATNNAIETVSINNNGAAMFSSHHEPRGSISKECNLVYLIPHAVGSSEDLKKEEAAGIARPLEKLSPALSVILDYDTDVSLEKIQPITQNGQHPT
M1 ag – M1 muscarinic receptor agonists, primary screen, CHO-M1 cells, Fluo-4 calcium, agonist mode | Muscarinic acetylcholine receptor M1 | B-score at 10 µM | Fluo-4 calcium fluorescence; active compounds read high | 3% of 64,000 active;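 active = fluorescence rise, raw or as B-score row- and column-corrected plate score, outside the 99.7% band of its plate's samples, either direction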
HEK293 NFkB inh – inhibitors of PMA/ionomycin-induced NF-kB reporter, primary screen, antigen receptor NF-kB inhibitor project, cell-based, HEK-293 luciferase reporter, luminescence | HEK-293 NF-kB luciferase reporter | inhibition, % at 3 µM | 0.21% of 62,000 active | AID 465, 2006;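 active = inhibition above the mean of all tested compounds plus 3 SD, cut at about 40% in these data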;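 also: 0% = stimulated DMSO wells and 100% = 10 µM reference inhibitor 5653914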
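Reagent: PMA plus ionomycin mix as NF-kB-activating stimulus. Assay system: NF-kB luciferase reporter HEK-293 cells. Technique: luminescence from luciferase substrate reagent. Incubation: 1 h compound pre-incubation, 16 h PMA/ionomycin at 37 °C. Benchmarks: DMSO only as uninhibited control, 10 µM reference inhibitor as full inhibition. Repeats: tested once.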
Ecoli tolC – growth inhibitors of E. coli tolC mutant, primary screen, strain BW25113 ΔtolC::kan, 384-well; OD615; growth inhibition, % at 10 µM (by protocol); 2.2% of 65,000 active;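 active = growth inhibition at or above a cutoff equal to the mean over every tested compound plus 3 SD, cut at about 60% in these data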;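 also: growth measured after 20 h incubation at 37 °C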
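signal = optical density read at 615 nm | test system = E. coli ΔtolC::kan strain BW25113 | timing = 20 h compound exposure of bacteria at 37 °C | buffer or medium = LB medium plus 50 µg/mL kanamycin | compound dosing = 10 µM final, single dose | evaluation = % inhibition of E. coli growth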
NADH coupling – inhibitors of PK/LDH coupling enzymes, profiling panel, artefact control, biochemical, MLSMR library; coupled PK/LDH NADH assays, four targets; IC50, µM (doses to about 10 µM), without a hit: top-dose inhibition; 0.02% of 65,000 active; AID 774, 2007;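 active = single-dose screening hits from any of four coupled enzyme assays that gave an IC50 when retested across doses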;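 also: the DPM-DC format reads NADH fluorescence rather than 340 nm absorbance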
M1 antag – antagonists of rat M1 muscarinic receptor. AID 628, 2007. Muscarinic acetylcholine receptor M1 (Rattus norvegicus), P08482. 3.4% of 64,000 active. B-score at 10 µM. CHO-M1 cells, Fluo-4 calcium, ACh EC80 antagonist mode; active compounds read low;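 active = calcium fluorescence response, raw or row-and-column corrected B-score, differing from the plate sample mean either way at a set confidence level, mostly lower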
Target sequence (P08482 whole entry, looked up): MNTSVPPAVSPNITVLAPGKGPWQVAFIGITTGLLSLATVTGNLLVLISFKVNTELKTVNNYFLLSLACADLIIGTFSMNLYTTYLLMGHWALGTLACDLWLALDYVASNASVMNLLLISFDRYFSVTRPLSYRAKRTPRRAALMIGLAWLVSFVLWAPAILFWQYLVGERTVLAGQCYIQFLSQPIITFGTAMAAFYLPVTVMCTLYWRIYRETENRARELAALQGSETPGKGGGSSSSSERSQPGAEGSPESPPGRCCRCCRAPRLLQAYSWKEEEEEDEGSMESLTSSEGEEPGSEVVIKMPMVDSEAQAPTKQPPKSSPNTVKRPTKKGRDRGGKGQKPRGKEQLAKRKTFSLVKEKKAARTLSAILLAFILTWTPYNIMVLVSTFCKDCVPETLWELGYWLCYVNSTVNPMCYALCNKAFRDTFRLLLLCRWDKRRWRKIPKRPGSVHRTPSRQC
SF1 activator – activators of human SF-1, primary screen, cell-based, CHO-K1, Gal4-SF-1 LBD, luciferase luminescence; 1.9% of 65,000 active; AID 522, 2006; CHO-K1 Gal4-SF-1 LBD luciferase reporter; % increase over DMSO SF-1-specific signal; Steroidogenic factor 1 (Homo sapiens), Q13285; activation, % at 10 µM;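 active = activation above the mean activation of all tested compounds plus 3 SD, cut at about 50% in these data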
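Test system: transient Gal4-SF-1 LBD reporter, CHO-K1; Amount: 4,000 CHO-K1 cells per well; Doses: 10 µM only; Timing: compound exposure 20 h at 37 °C; Signal: luciferase light emission; Read-out basis: percent activation relative to DMSO median and mock-transfected background; Control set: DMSO negative control and −SF1 background wells; Replicates: one test per compound.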
The depositor's hits bear a star; · = not tested or not shown; [ ] = dose if it differs, or a comment.

SMILES	Jurkat tox 60K	TNAP act DEA	D1 mod	M1 ag	HEK293 NFkB inh	Ecoli tolC	NADH coupling	M1 antag	SF1 activator
O=C1C2C(C(=O)N1c1ccncc1)C1C=CC2C12CC2 (configuration not stated)	-3	0.9	0.15	0.29	7	-16	4%	0.025	6
O=C(CC(=O)NCc1cccnc1)NCc1cccnc1	-2	0.9	-0.44	-1.1	-1	-8	5%	0.36	-23
COc1ccccc1NC(=O)C1CCCN(S(=O)(=O)c2cnc[nH]2)C1 (configuration not stated)	-8	0.9	0.075	-0.31	16	-22	6%	0.98	-21
OCCN(Cc1ccccc1)CC1CC=CCC1 (configuration not stated)	-9	1	-0.052	0.18	12	0	12%	1.3	11
Cc1ccc(-c2nnc(SCC#N)n2N)cc1	-6	0.9	·	·	0	-7	4%	·	-5
O=C(O)c1cccnc1SC1CC(=O)N(Cc2ccccc2)C1=O (configuration not stated)	-2	0.9	0.15	0.16	-9	-8	8%	0.52	4
CCC(=O)Nc1sc2c(c1C(N)=O)CCN(C(C)=O)C2	-5	0.9	-0.42	-0.062	0	-13	6%	0.64	-5
N#CC1=C(N)Oc2n[nH]c(-c3cccs3)c2C1c1cccnc1 (configuration not stated)	6	1	1.1	0.29	10	0	4%	1.1	5
C=CCn1c(COc2ccccc2)nnc1SCC(=O)Nc1ccc2c(c1)OCCO2	-1	0.9	·	0.013	9	-6	3%	0.49	-19
Cc1cc(C)nc(SCc2ccc3nonc3c2)n1	-9	1	1	0.6	13	30	3%	-0.032	-5
O=C1CC(C(=O)Nc2ccccc2)N=C(N2CCOCC2)N1 (configuration not stated)	-2	0.8	-0.28	·	7	-5	11%	·	0
Cn1nnc2c(N3CCCCC3)nccc21	0	0.9	0.22	-0.23	6	-9	9%	0.02	9
COc1ccc(-n2c(SCCC#N)nnc2-c2cc(Cl)ccc2OC)cc1Cl	10	1	1.9	0.1	16	24	4%	-0.012	11
O=c1[nH]c(SCc2n[nH]c(=S)n2-c2ccccc2)nc2ccccc12	11	1	-0.21	-0.19	24	17	6%	-0.15	-14
O=C(NCc1ccc2c(c1)OCO2)c1cc(-c2ccccc2)on1	-5	0.9	-0.026	·	12	18	3%	·	16
CS(=O)(=O)Nc1ccc(C(=O)NCC2CCCO2)cc1 (configuration not stated)	0	0.9	0.85	-0.03	21	-15	5%	-0.015	-8
COc1ccc(C2CC(c3cccc(OC)c3OC)n3nnnc3N2)cc1 (configuration not stated)	7	0.9	0.17	-0.021	7	14	2%	-0.021	6
N[C@@]12CCc3nonc3[C@]1(O)CC(c1ccccc1)=[N+]2[O-]	1	0.9	0.033	0.035	0	-20	5%	0.79	4
CSc1ccccc1C(=O)NCc1ccc2c(c1)OCO2	9	0.9	0.068	0.029	14	0	1%	0.29	-14
CCOCCCNC(=O)c1c[nH]c2cc(C)ccc2c1=O	-4	1	-0.065	-0.062	18	-8	5%	0.019	11
CC(=O)NCCSC(=O)c1ccc(F)cc1	-7	0.9	-0.12	0.38	15	-23	2%	0.17	-8
O=C(Nc1ccc(N2CCOCC2)c(Cl)c1)c1c(F)c(F)c(F)c(F)c1F	-2	0.8	-0.19	-0.73	15	31	3%	-0.24	-3
COc1ccc(NS(=O)(=O)c2ccc(NC(=O)C3CCCO3)cc2)cc1 (configuration not stated)	8	1	-0.6	-1.4	14	1	6%	0.24	1
O=C(Cn1c(=O)oc2ccccc21)N1CCN(c2ccc(N3CCOCC3)nn2)CC1	6	1	-1	-0.34	17	-5	12%[fluoresces]	0.25	-17
Cc1cccn2c(=O)c3cc(C(N)=S)c(=N)n(CCCOC(C)C)c3nc12	·	0.8	·	2	·	4	2%	-3.3*	-10
Clc1cc(NCc2cccs2)ccc1N1CCOCC1	4	1	-0.26	1.2	2	13	6%	-1.3	37
O=S(=O)(NCCOCCNS(=O)(=O)c1ccccc1)c1ccccc1	-6	0.9	0.014	-0.41	6	-15	3%	-0.14	-6
c1cncc(-c2nnc3n2N=C(c2cccs2)CS3)c1	3	1	4.1*	0.019	8	3	8%	-1.3	-19
CCN(CC)CCCNc1nc2ccccc2[nH]1	0	0.9	-0.22	-0.2	21	-12	3%	0.74	8
CCn1c(CSc2nnc3ccccn23)nc2cc(C(=O)O)ccc21	-10	1	-1.5	0.8	12	-7	4%	0.27	7
CCOC(=O)c1c(-c2cccs2)csc1NC(=O)COC(=O)c1c(C)noc1C	1	0.8	3.2	-1.4	1	39	6%	-0.29	-1
COc1cc(/C=C/C2=NC(=O)C(C)(C)O2)ccc1O	·	0.8	1.5	2.1	17	-8	11%	0.066	-18
CCOc1ccc(NS(=O)(=O)c2ccc3[nH]cc(C(=O)NC(C)CC)c(=O)c3c2)cc1 (configuration not stated)	4	0.9	-0.54	-0.81	9	100*	3%	-0.4	9
CCOc1ccccc1N1C(=O)c2ccc(C(=O)Nc3cccnc3)cc2C1=O	4	0.8	0.48	-1.6	-3	-1	2%	-0.7	5
O=C(O)c1cccc(OCc2ccccc2Cl)c1	8	0.9	-2.4	-0.44	-8	25	1%	-0.073	80*
Cc1cc(C)nc(NS(=O)(=O)c2ccc(Br)cc2)n1	-3	1	0.85	-0.11	23	18	3%	-0.43	-13
CC1=C(C(=O)Nc2cc(-c3cccc(F)c3)[nH]n2)C2(CCCCC2)OC1=O	-7	0.8	2	-1	10	35	3%	-0.16	-13
CC(=O)Cc1nsc(NC(=O)c2ccc(Br)o2)n1	-12	·	0.57	0.47	-8	-23	7%	-0.02	16
O=S(=O)(Nc1ncccn1)c1ccc(Nc2ncnc3ccccc23)cc1	-3	0.9	3.1	-1.2	6	-5	5%	1.1	-6
CN(c1ccccc1)C(c1ccc(F)cc1)c1nnnn1CC1CCCO1 (configuration not stated)	-2	0.9	-0.11	0.52	17	-1	2%	-0.23	-10
CCCOc1ccccc1C1CC(=O)NC2=C1C(=O)CCC2 (configuration not stated)	95*	0.9	-0.88	-0.11	7	-6	6%	-0.17	5
Cn1c(=O)n(C)c2cc(S(=O)(=O)NCc3ccco3)ccc21	-2	0.9	2.4*	0.27	9	-16	5%	-0.74	-6
CC(C)(C)Cc1nc(-c2ccccn2)no1	-14	0.9	-0.16	0.015	-4	-9	3%	-0.015	18
CCOC(=O)c1sc2nc(C)n(CC(=O)NCC3CCCO3)c(=O)c2c1C (configuration not stated)	9	0.9	-0.33	-0.83	10	-16	8%	-0.38	-11
CCOC(=O)CSc1cn2c(n1)CCC2	2	0.9	-0.026	0.0062	14	-15	2%	1.1	-13

Compounds shown so far containing an NH in an aromatic ring (seven):
SMILES	Jurkat tox 60K	TNAP act DEA	D1 mod	M1 ag	HEK293 NFkB inh	Ecoli tolC	NADH coupling	M1 antag	SF1 activator
COc1ccccc1NC(=O)C1CCCN(S(=O)(=O)c2cnc[nH]2)C1 (configuration not stated)	-8	0.9	0.075	-0.31	16	-22	6%	0.98	-21
N#CC1=C(N)Oc2n[nH]c(-c3cccs3)c2C1c1cccnc1 (configuration not stated)	6	1	1.1	0.29	10	0	4%	1.1	5
O=c1[nH]c(SCc2n[nH]c(=S)n2-c2ccccc2)nc2ccccc12	11	1	-0.21	-0.19	24	17	6%	-0.15	-14
CCOCCCNC(=O)c1c[nH]c2cc(C)ccc2c1=O	-4	1	-0.065	-0.062	18	-8	5%	0.019	11
CCN(CC)CCCNc1nc2ccccc2[nH]1	0	0.9	-0.22	-0.2	21	-12	3%	0.74	8
CCOc1ccc(NS(=O)(=O)c2ccc3[nH]cc(C(=O)NC(C)CC)c(=O)c3c2)cc1 (configuration not stated)	4	0.9	-0.54	-0.81	9	100*	3%	-0.4	9
CC1=C(C(=O)Nc2cc(-c3cccc(F)c3)[nH]n2)C2(CCCCC2)OC1=O	-7	0.8	2	-1	10	35	3%	-0.16	-13

New compounds follow.
SMILES	Jurkat tox 60K	TNAP act DEA	D1 mod	M1 ag	HEK293 NFkB inh	Ecoli tolC	NADH coupling	M1 antag	SF1 activator
COc1ccc2c(c1)CCc1c-2n[nH]c1C(=O)O	-2	0.3	-0.37	0.86	-2	-2	9%	-0.017	6
[O-]/[N+](=C\c1ccc(OC(F)F)cc1)c1ccccc1	7	0.9	-1.4	-0.069	2	6	6%	-0.34	9
CC(C)CCNC(=O)NC(=O)CN1C(=O)NC2(CCCCC2)C1=O	-2	0.9	1.5	0.22	8	-8	2%	0.9	-2
Cn1cnnc1SCC(=O)Nc1ccccc1C(=O)NC1CCCC1	-5	0.9	1.5	-0.24	12	-7	10%	-0.0043	4
Cc1ccccc1NS(=O)(=O)c1cc(C(=O)N2CCCC2)ccc1C	-1	0.9	0.087	1.1	9	-2	3%	-0.11	-8
COCCN(C(=O)CCCC(=O)Nc1ccccn1)C(C(=O)NC1CCCC1)c1ccc(C)cc1 (configuration not stated)	-4	1	0.08	-1	25	-8	6%	-0.32	10
CCS(=O)(=O)N1CCC(NC(=O)c2ccco2)CC1	10	1	-0.13	0.21	20	-20	6%	-0.54	-3
O=C(COc1ccc(S(=O)(=O)N2CCCC2)cc1Cl)NC1CC1	-1	0.9	-1.5	0.87	-1	-4	3%	0.088	-14
c1ccn2c(Cc3nnc4ccccn34)nnc2c1	-4	1	0.0081	0.14	9	-13	3%	-0.29	11
O=S(=O)(NC1CCN(Cc2ccccc2)CC1)c1cccc(S(=O)(=O)N2CCOCC2)c1	·	0.9	0.93	0.45	18	-11	6%	-0.92	-6
CCOC(=O)c1[nH]c(C)c(C(=O)N2CCc3ccccc32)c1C	97*	1	1.7	-0.65	21	21	3%	0.97	-28
Nc1nc(CSc2nc3ccccc3s2)nc(N2CCCCC2)n1	4	0.8	1.3	-0.38	2	8	5%	1.3	-4
O=C1CN(C(=O)COC(=O)COc2ccc3c(c2)CCC3)c2ccccc2N1	-3	0.9	0.003	-2.2	3	-7	5%	0.87	2
CC(C)c1ccc(OCc2ccc(C(=O)N3CCN(c4ccccn4)CC3)cc2)cc1	-8	0.9	-1.3	-0.79	0	86*	3%	0.58	43
O=C(O)C1CCN(Cc2cnn(-c3ccccc3)c2-n2cccc2)CC1	-2	0.8	-0.011	-0.46	13	2	1%	0.56	0
O=C(Cn1c(=O)sc2ccccc21)Nc1nc2c(s1)CCCC2	·	·	·	-0.15	·	48	5%	0.23	·
O=C(NC1CCCc2ccccc21)c1cccnc1 (configuration not stated)	·	0.9	0.041	-0.31	4	-18	1%	0.88	2
C(=C\c1ccco1)/C=N/n1cnnc1	-2	1	-0.51	-0.39	10	-21	11%	-0.43	-17
CCn1ncc(C2=NOC(C(=O)Nc3ccccc3C(=O)OC)C2)c1C (configuration not stated)	12	1	13*	-0.48	8	18	2%	0.46	-8
Cn1cccc1Cc1nnc(SCC(=O)N2CCc3ccccc32)n1CCc1ccccc1	6	1.1	0.022	2.2	7	53	5%	-0.26	26
